High-throughput results: PubChem, National Center for Advancing Translational Sciences (NCATS)
ERG-DNA inh – inhibitors of human ERG Ets domain-DNA interaction | fluorescence polarization, His-ERG Ets domain / labelled DNA | 370,000 tested, 0.028% active | Potency, µM (series often up to 76.9 µM), for the others: at the top dose FP activity, negative = inhibition, actives largely listed as inhibitors | P11308; active = well fitted inhibition curve with a large enough effect in the polarisation, with a control signal flat; inconclusive = small, poorly fitted or top-dose-only effect, or effect the other way, or a change in a side signal; inactive = no such curve, though single readings can be large or run the other way; the % refers to the polarisation;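 note: polarization taken with two DNA probes labelled with fluorescein and Texas red; potency is the fitted concentration of half-maximal effect; % of control where 0% means no effect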
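His-tagged ERG Ets domain (1 uM in the protein solution; 300mM KCl, 50mM Tris-HCl, 1mM EDTA, 1mM DTT, pH 7.5) received compound, then a probe mix of 5 nM fluorescein-DNA and 100nM Texas-615-DNA. Fluorescence polarization was read for both dyes.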
Pol iota inh – DNA polymerase iota (human) inhibition | Q9UNA4 | Pol iota fluorescent replication assay, 10 min | Potency, µM (series often up to 115 µM), for inactives: top-dose activity, negative = inhibition, most hits filed as inhibitors | 390,000 tested, 1% active; note: potency is the fitted concentration of half-maximal effect
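Fluorescent replication assay read twice, at 0 min and 10 min after adding 50 nM (final) substrate. Enzyme (10 nM) and compounds were first incubated 15 min at room temperature; enzyme-free buffer wells were negative controls.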
POLB inh – blocks human DNA polymerase beta activity; P06746; Pol beta primer extension/strand displacement, fluorescence kinetic; Potency, µM (highest dose often 114 µM), without a hit: at the top dose activity change, negative = inhibition, hits mostly inhibitors; 340,000 tested, 1.3% active; note: potency is the fitted concentration of half-maximal effect; % is set by controls: 0 for no effect and ±100 for the full control effect
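Kinetic readout of DNA synthesis with strand displacement by Pol beta. Compound and 10 nM enzyme sit 15 min at room temperature; 50 nM substrate starts the reaction, read immediately and at 10 min.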
POLK inh – blocks human DNA polymerase kappa activity | Q9UBT6 | purified Pol kappa, fluorescent DNA synthesis assay, 10 min | Potency, µM (top dose mostly 107 µM), inactives show at the top dose activity, negative = inhibition, most hits filed as inhibitors | 400,000 tested, 0.53% active | AID 588579; note: potency is the fitted concentration of half-maximal effect; % is set by controls: 0 for no effect and ±100 for the full control effect
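Pol kappa 10 nM + cpd, 15 min RT; start w/ substrate 50 nM final; fluorescence kinetic read, 0 and 10 min. Neg ctrl: buffer, no enzyme.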
Apoferritin bind – binds horse apoferritin like a general anesthetic | P02791 | apoferritin/1-aminoanthracene competitive binding, fluorescence | Potency, µM (highest dose often 77.5 µM), for inactives: top-dose activity change, negative = displacement, usual class: inhibitors | 350,000 tested, 0.074% active | AID 485281; note: potency is the fitted concentration of half-maximal effect; % is set by controls: 0 for no effect and ±100 for the full control effect; nearly all actives have a fitted effect of over 20% in size
Target sequence (P02791 2-175 limits assumed): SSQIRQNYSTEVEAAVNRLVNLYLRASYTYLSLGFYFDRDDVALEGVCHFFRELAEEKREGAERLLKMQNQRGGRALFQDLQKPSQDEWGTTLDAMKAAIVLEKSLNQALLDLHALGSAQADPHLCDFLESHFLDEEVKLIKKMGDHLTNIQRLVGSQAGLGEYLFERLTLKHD
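Concentration-response curves derived by four-parameter Hill fitting of normalized fluorescence, where compounds displaced 1-AMA from 10 uM horse apoferritin following a brief 10 min room-temperature incubation; propofol titration acted as positive control.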
BLM helicase inh – blocks DNA unwinding by human BLM helicase | 350,000 tested, 0.2% active | AID 2528 | Potency, µM (top dose mostly 56.1 µM), inactives show at the highest dose activity change, negative = inhibition, hits mostly inhibitors | recombinant BLM DNA unwinding, fluorescence dequenching;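 note: potency is the fitted concentration of half-maximal effect; plate controls were vehicle for no effect and no enzyme for full effect; nearly all actives have a fitted effect of over 35% in size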
APE1 inh – blocks human APE1 abasic DNA cleavage. recombinant APE1, TAMRA/BHQ-2 abasic DNA cleavage fluorescence. P27695. AID 2517. Potency, µM (top dose mostly 65.8 µM), for inactives: top-dose activity change, negative = inhibition, actives largely listed as inhibitors. 350,000 tested, 0.35% active;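 note: potency is the fitted concentration of half-maximal effect; plate controls were vehicle for no effect and reference inhibitor for full effect; nearly all actives have a fitted effect of over 55% in size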
Target sequence (P27695 whole entry, looked up): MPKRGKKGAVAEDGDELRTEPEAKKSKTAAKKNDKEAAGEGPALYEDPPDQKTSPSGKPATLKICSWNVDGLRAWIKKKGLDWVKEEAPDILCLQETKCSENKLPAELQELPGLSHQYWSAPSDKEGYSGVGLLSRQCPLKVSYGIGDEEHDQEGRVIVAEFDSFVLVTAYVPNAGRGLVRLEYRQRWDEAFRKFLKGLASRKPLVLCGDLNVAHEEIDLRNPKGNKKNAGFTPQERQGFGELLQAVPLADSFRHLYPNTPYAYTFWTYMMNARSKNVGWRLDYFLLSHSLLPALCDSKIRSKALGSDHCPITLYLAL
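Substrate: short duplex with […] THF abasic site, 5'-TAMRA and 3'-BHQ-2, 50 nM final. APE1 at 0.75 nM, preincubated 15 min RT with compound. Fluorescence increase from first to third read measured activity.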
TRHR ag – activates the human TRH receptor. P34981. TRHR cells, calcium flux fluo-8, FDSS agonist mode. activation, % at 2 µM. 360,000 tested, 0.18% active. AID 493084; in the data active = activation above about 30%; note: 0% is about no effect
Target sequence (P34981 whole entry, looked up): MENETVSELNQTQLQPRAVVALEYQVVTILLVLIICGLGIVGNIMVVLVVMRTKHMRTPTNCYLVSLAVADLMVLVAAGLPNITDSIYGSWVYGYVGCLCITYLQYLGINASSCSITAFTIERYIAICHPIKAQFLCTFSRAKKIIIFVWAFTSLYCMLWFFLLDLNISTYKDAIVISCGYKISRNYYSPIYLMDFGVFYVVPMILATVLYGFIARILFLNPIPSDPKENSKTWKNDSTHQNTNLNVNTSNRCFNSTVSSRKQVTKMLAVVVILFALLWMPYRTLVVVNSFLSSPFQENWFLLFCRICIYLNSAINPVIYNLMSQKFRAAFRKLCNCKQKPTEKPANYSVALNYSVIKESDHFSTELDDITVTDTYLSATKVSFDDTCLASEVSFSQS
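Fluo-8-loaded TRHR cells; 10 s baseline, compound added, kinetic Ca2+ fluorescence read 1/s, agonist mode.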
12-LOX inh – blocks human arachidonate 12S-lipoxygenase; 580,000 tested, 1.1% active; P18054; purified 12hLO, xylenol orange hydroperoxide absorbance; Potency, µM (titrated, usually from 108 µM), for the others: at the highest dose activity change, negative = inhibition, hits mostly inhibitors; note: potency is the fitted concentration of half-maximal effect; % is set by controls: 0 for no effect and ±100 for the full control effect
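Purified human 12hLO at 150 nM in 25 mM Hepes, 0.01% Triton X-100, pH 7.0, preincubated 15 min at room temperature with compound. Reaction started with 40 uM arachidonic acid, 30 min at room temperature. Hydroperoxide measured by Fe-xylenol orange, 573/405 nm absorbance ratio.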
Numbers without * were called inactive; ? = inconclusive; · = no result given; & = joins results of further samples; [ ] = another dose, or the depositor's remark. Unless noted, calls come from the whole dose curve; as a rule, active = well fitted curve in the direction sought with a large enough effect; inconclusive = small, poorly fitted or top-dose-only effect, or another doubt; inactive = no such curve, though single readings can be large; an effect the other way counts as inactive or inconclusive.

SMILES	ERG-DNA inh	Pol iota inh	POLB inh	POLK inh	Apoferritin bind	BLM helicase inh	APE1 inh	TRHR ag	12-LOX inh
COc1ccc2cc(S(=O)(=O)N3CCCCCC3)ccc2c1	-3%	-8%	15%	-3%	-9%	-7%	3%	1.0	-47%
CCCn1cc(NC(=O)c2cc3n(n2)C(C(F)(F)F)CC(c2ccccc2)N3)cn1 (stereo not given)	-7%	12%	-2%	-7%	2%	-9%	8%	0.7	12%
CCCC[C@@H]1C[C@H]1[C@@H](NC(=O)c1cccs1)c1ccc(Cl)cc1	4%	-4%	1%	0%	-6%	-11%	-3%	1.9	·
Cc1onc(-c2c(F)cccc2Cl)c1C(=O)N1CCc2ccccc2C1	-2%	11%	8%	-8%	-16%	-8%	-5%	-2.3	0%
COc1ccc(O)c(/C=c2/sc3nc4cc(C)c(C)cc4n3c2=O)c1	3%	2%	1%	-14%	?	-3%	1%	-0.1	?
CC(C)(C)C(=O)Nc1ccccc1C(=O)Nc1cccnc1	-9%	6%	13%	-8%	-7%	-2%	0%	-0.1	154%[activator]
O=C(C1=C(O)C(=O)N(CCCN2CCOCC2)C1c1ccncc1)c1cc2ccccc2o1 (stereo not given)	·	·	1%	·	-3%	1%	-1%	0.0	·
Cc1cc(OCC(O)CN2CCc3ccccc3C2)ccc1Cl (stereo not given)	4%	36%	2%	-7%	?	1%	-11%	-0.7	?

7 entries from above, with values under each structure:
Each structure is followed by: ERG-DNA inh, Pol iota inh, POLB inh, POLK inh, Apoferritin bind, BLM helicase inh, APE1 inh, TRHR ag, 12-LOX inh
- COc1ccc2cc(S(=O)(=O)N3CCCCCC3)ccc2c1
  -3%, -8%, 15%, -3%, -9%, -7%, 3%, 1.0, -47%
- CCCn1cc(NC(=O)c2cc3n(n2)C(C(F)(F)F)CC(c2ccccc2)N3)cn1 (stereo not given)
  -7%, 12%, -2%, -7%, 2%, -9%, 8%, 0.7, 12%
- CCCC[C@@H]1C[C@H]1[C@@H](NC(=O)c1cccs1)c1ccc(Cl)cc1
  4%, -4%, 1%, 0%, -6%, -11%, -3%, 1.9, ·
- Cc1onc(-c2c(F)cccc2Cl)c1C(=O)N1CCc2ccccc2C1
  -2%, 11%, 8%, -8%, -16%, -8%, -5%, -2.3, 0%
- COc1ccc(O)c(/C=c2/sc3nc4cc(C)c(C)cc4n3c2=O)c1
  3%, 2%, 1%, -14%, ?, -3%, 1%, -0.1, ?
- CC(C)(C)C(=O)Nc1ccccc1C(=O)Nc1cccnc1
  -9%, 6%, 13%, -8%, -7%, -2%, 0%, -0.1, 154%[activator]
- O=C(C1=C(O)C(=O)N(CCCN2CCOCC2)C1c1ccncc1)c1cc2ccccc2o1 (stereo not given)
  ·, ·, 1%, ·, -3%, 1%, -1%, 0.0, ·

(more compounds)
SMILES	ERG-DNA inh	Pol iota inh	POLB inh	POLK inh	Apoferritin bind	BLM helicase inh	APE1 inh	TRHR ag	12-LOX inh
COc1ccc(C(=O)C(C)OC(=O)c2cccc(S(=O)(=O)Nc3cc(Cl)c(OC)cc3OC)c2)cc1 (stereo not given)	-2%	-1%	-1%	-1%	1%	-1%	-1%	0.2	·
COc1cc(C(=O)NCC(c2ccc3c(c2)OCO3)N2CCN(C)CC2)cc(OC)c1OC (stereo not given)	10%	10%	17%	-1%[60.1 µM]	?	0%	·	0.5	11%
CC(C)Sc1nc2ccccc2n1CC(N)=O	-11%	21%	0%	-8%	-8%	2%	1%	-0.1	-4%
COc1ccccc1N1C(=O)CC(Sc2nccc(C)n2)C1=O (stereo not given)	-1%	10%	3%	2%	29%	0%	0%	0.3	-21%
COc1ccc(CCNC(=O)CCc2ccccc2)cc1OC	?	-4%	·	-10%	·	·	·	·	333%[activator]
CC1CCC2(CC1)Nc1ccccc1C(=O)N2c1ccccc1 (stereo not given)	1%	28%	15%	-1%	0%	-3%	3%	-0.2	132%[activator][57.4 µM]
COc1ccc(C(=O)NCCCOC(=O)c2ccc(OC)cc2)cc1	1%	89%[activator]	35%	-8%	-6%	-4%	15%	-0.2	-2%
COCCn1c(N)c(N(Cc2ccccc2)C(=O)CN2C(=O)NC(C)(c3ccccc3)C2=O)c(=O)[nH]c1=O (stereo not given)	16%	5%	4%	-15%	-5%	0%	19%	0.5	-13%
COc1ccccc1C1c2[nH]c3ccccc3c2CCN1Cc1cnc(C)s1 (stereo not given)	5%	96%[activator]	-2%	-3%	30%	-2%	-8%	0.1	8%
O=C(NCc1ccc(F)cc1)C1(c2cccs2)CCOCC1	2%&19%	-3%&6%	6%&21%	-12%[60.1 µM]	47%&-13%[activator]	4%&1%	-4%	-0.6&0.0	0%&-9%
COc1ccc(CC(NC(C)=O)C(=O)NC2CCN(C(=O)Nc3ccc(Cl)cc3)CC2)cc1OC (stereo not given)	1%	10%	18%	-4%	-9%	-3%	1%	0.1	-10%
COc1ccc(NC(=S)N/C(=N/S(=O)(=O)c2ccc(C)cc2)c2ccccc2)cc1	8%	43%[activator]	0%	9%	-9%	-3%	0%	-0.1	?
O=C(Cc1ccccc1)Nc1nnc(-c2cccs2)s1	1%	7%	-21%	-14%	-4%	1%	5%	-0.5	-19%
O=C(CN1CCC(c2nc3ccccc3[nH]2)CC1)Nc1ccc2c(c1)OCO2	-9%	8%	1%	0%	2%	5%	-1%	-0.6	0%
Cc1ccc(C(=O)N/N=C2\SCC(=O)N2c2cc(C)ccc2C)cc1	2%	9%	2%	-7%	0%	-5%	-11%	-0.5	12%
Cc1ccc(C)c(-n2c(-c3ccc(Br)cc3)csc2=NC(=O)c2ccccc2F)c1	-3%	22%	2%	-1%	-8%	-4%	0%	1.4	46%[activator]
Cc1ccc(-c2csc3ncnc(OCC(=O)NC(=O)NCc4ccco4)c23)cc1	-12%	?	40µM*	-32%	-17%	-15%	?	0.7	?
Cc1nonc1C1CCCN1Cc1nc(-c2ccc(F)cc2F)oc1C (stereo not given)	-5%	14%	-6%	0%	-17%	-7%	4%	-0.8	-8%
O=S(=O)(O/N=C1\CCCc2ccccc21)c1ccccc1	0%	4%	-10%	-4%	-16%	-3%	-3%	1.4	-8%
c1ccc(-n2ncc3c(N4CCN(c5ccccn5)CC4)nc(N4CCOCC4)nc32)cc1	·	·	-2%	·	-13%	-1%	-2%	0.1	·
COc1ccc(C(=O)c2c(-c3ccc(OC)cc3)oc3ccc(-c4cc(OC)c(OC)c(OC)c4)cc23)cc1	-2%	10%	·	-9%	·	·	·	·	?
COc1ccc(N(CC(=O)Nc2ccc3c(c2)OCCO3)S(=O)(=O)c2c(C)nn(C)c2C)cc1	-10%	15%	-13%	-12%	?	-1%	0%	0.0	275%[activator]
Cc1nc2ccccc2n1C(=O)c1cc(-c2ccc(Br)cc2)nc2ccccc12	2%	-8%	9%	-25%	-13%	-3%	0%	-0.2	-5%
COC(=O)C(C)Sc1nc2c(cnn2-c2ccccc2)c(=O)[nH]1 (stereo not given)	9%	14%	1%	-10%	-3%	-12%	1%	-0.4	9%[57.4 µM]
Cc1ccc(/C=[N+](/[O-])C2SC(=S)N(C)C2(C)C)cc1 (stereo not given)	8%	28%	0%	3%	-8%	-2%	13%	-0.8	-21%
COc1ccc(OCc2cc(C(=O)NC(C)Cn3cncn3)no2)c(Cl)c1 (stereo not given)	-3%	4%	24%	-12%	-8%	1%	-1%	-0.6	5%
Cc1ccc(C2CC2C(=O)NN)cc1 (stereo not given)	-6%	-6%[58.9 µM]	-6%	1%	?	-2%	0%	0.2	1%
COC(=O)c1nnn(CC(=O)Nc2cc(F)ccc2F)c1C(=O)OC	5%	2%	8%	22%	?	-4%	·	-0.6	-11%
CCN(CC)C(=S)Oc1ccc(Cl)cc1Cl	13%	44%[activator]	8%	1%	-12%	-3%	-1%	0.1	0%
Cc1nn(CCCC(=O)NCc2ccccc2)c(=O)c2nn(-c3ccccc3)c(C)c12	2%&-5%	3%&5%	-6%&68%	-14%&11%	-8%&-9%	0%&1%	3%	0.5&-1.1	-2%&1%
Cc1nc(SCC(=O)NCc2ccco2)c2c(C)c(C)sc2n1	2%	9%	3%	-1%	-9%	0%	0%	-1.6	0%
CSc1ccc(C(=S)N2CCCCCC2)cc1	0%	?	11%	-18%	?	-1%	5%	-0.8	3%
CCC(=O)NC(c1cc(Cl)c2cccnc2c1O)C1CC1 (stereo not given)	·	33%[activator]	·	2%	·	·	-8%&18%	0.0&-0.3	-25%
CCc1nnc(NC(=O)CC23CC4CC(CC(Br)(C4)C2)C3)s1	-5%	68%[activator]	14%	2%	0%	-3%	5%	0.7	-2%
Nc1cc(N)nc(SCc2ccccc2)n1	-1%	-6%	-26%	-11%	-24%	0%	-4%	0.2	-12%

Some of the compounds tested, so the mix of outcomes need not match the whole.
